MgcRacGAP inhibition – MgcRacGAP GTPase-activating activity inhibitors, confirmation, biochemical, ADP Hunter fluorescence. Rac GTPase-activating protein 1 (Homo sapiens). MgcRacGAP-stimulated Rac1 GTP hydrolysis, ADP Hunter fluorescence; higher % means a stronger effect; GST-tagged Rac1 F28L mutant substrate. inhibition, % at 30 µM, or IC50 in µM where a hit was titrated. actives 0.6% (n = 340,000);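 active means first-screen hits whose inhibition reached a set limit at any dose in the follow-up dose series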;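 further: fluorescence reports GDP produced by GAP-driven GTP hydrolysis; strong numbers were not always called active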
KOR beta-arrestin-1 – KOR agonists, beta-arrestin recruitment, primary screen, cell-based, luminescence, uHTS (AID 1777); Kappa-type opioid receptor (Homo sapiens); KOR beta-arrestin recruitment, luminescence; higher % means a stronger effect; activation, % at 10 µM; hits with a dose series show EC50 in µM; actives 0.02% (n = 280,000); in the data active means activation above about 50%, passing the limit was not always enough; further: a part of the inactive calls stands beside numbers as strong as those of hits
GPR55 activation – GPR55 agonists via beta-arrestin recruitment, primary screen, imaging, U2OS cells, beta-arrestin-GFP redistribution (AID 1961) | G-protein coupled receptor 55 (Homo sapiens) | U2OS GPR55 beta-arrestin-GFP redistribution imaging; higher % means a stronger effect | activation, % at 10 µM; hits with a dose series show EC50 in µM | actives 0.048% (n = 290,000);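 active means activation above 40% with more than 50 cells counted in the well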;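 further: U2OS osteosarcoma cells stably expressing GPR55 and beta-arrestin-GFP; plate controls were DMSO negative control for no effect and LPI positive control for full effect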
Large T inhibition – SV40 large T antigen inhibitors, biochemical (AID 1903); SV40 large T antigen ATPase/helicase inhibition assay; higher % means a stronger effect; inhibition, % at 20 µM; hits with a dose series show IC50 in µM; actives 0.39% (n = 310,000); in the data active means a potency from the dose series; further: strong numbers were not always called active
GPR55 antagonists – GPR55 antagonists blocking LPI-driven arrestin recruitment, primary screen, imaging, U2OS, beta-arrestin-GFP, LPI agonist (AID 2013). G-protein coupled receptor 55 (Homo sapiens). U2OS GPR55 beta-arrestin-GFP translocation imaging, LPI antagonism; higher % means a stronger effect. actives 0.13% (n = 290,000). inhibition, % at 10 µM; hits with a dose series show IC50 in µM;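 active means spots per cell inhibited over 60%, with over 100 cells counted and total cytoplasm intensity under 500,000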;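 further: U2OS cells stably carrying GPR55 and arrestin-GFP stimulated by 5 µM LPI near EC80; imaged beta-arrestin-GFP aggregate spots per cell after agonist stimulation; plate controls were LPI-stimulated DMSO wells for no effect and DMSO wells without LPI for full effect; some results filed as inactive read as strong as hits; confirmed hits need IC50 under 10 µM and bright autofluorescent wells are also inconclusive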
HIV peptide binding – inhibitors of HIV fusion peptide binding, primary screen, biochemical, uHTS, fluorescence dequenching (AID 1986). cell-free peptide binding, fluorescence dequenching, 30 min; higher % means a stronger effect. inhibition, % at 20 µM, or IC50 in µM where a hit was titrated. actives 0.3% (n = 290,000); in the data active means inhibition mostly above about 52%, no sharp cut-off; inactive means mostly below about 76%; further: some results filed as inactive read as strong as hits
KOR beta-arrestin-2 – KOR antagonists, beta-arrestin recruitment, cell-based, luminescence, uHTS (AID 1778); Kappa-type opioid receptor (Homo sapiens); KOR beta-arrestin recruitment, luminescence, antagonist mode; higher % means a stronger effect; one-dose inhibition, % at 10 µM; IC50 in µM for titrated hits; actives 0.091% (n = 290,000); further: strong numbers were not always called active
NOD1 NF-kB reporter – NOD1 signaling inhibitors, primary screen, cell-based, luminescence, uHTS (AID 1578); NOD1-driven NF-kB luciferase reporter cells, luminescence; higher % means a stronger effect; actives 1% (n = 290,000); inhibition, % at 4 µM; hits with a dose series show EC50 in µM; in the data active means inhibition mostly above about 36%, no sharp cut-off; inactive means mostly below about 34%;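 further: HEK-293T reporter cells stimulated with the NOD1 agonist gamma-tri-DAP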
NOD2 inhibition – NOD2 signaling inhibitors, cell-based, luminescence, uHTS, HEK293 (AID 1566). HEK293 NOD2/NF-kB luciferase reporter, luminescence; higher % means a stronger effect. inhibition, % at 4 µM; hits with a dose series show EC50 in µM. actives 0.63% (n = 290,000); further: many of its hits are not listed in these tables
* marks the source's active call; other numbers are inactive results; nt = not tested or not shown; [ ] = remark or other dose. Unless noted, no stated cut-off is given here; in the data, active means inhibition above about 50%; inactive means the rest.

Every second line gives: MgcRacGAP inhibition	KOR beta-arrestin-1	GPR55 activation	Large T inhibition	GPR55 antagonists	HIV peptide binding	KOR beta-arrestin-2	NOD1 NF-kB reporter	NOD2 inhibition
1. O=C(NCc1ccc2c(c1)OCO2)c1ccc(N2CCCC2=O)cc1
  4%	-0.2%	0.3%	11%	10%	-1.7%	-29%	-6%	11%
2. S=C(NC1CCCCC1)N1CCn2cccc2C1c1cccnc1 (stereo not drawn)
  4%	-0.1%	0.1%	3%	9%	2.7%	-18%	-30%	-13%
3. O=C(O)CCCCCNS(=O)(=O)c1cccc2nsnc12
  1%	-0.1%	-0.1%	0%	0%	-2.2%	2%	1%	6%
4. Cc1ccc(N=C2C(=O)Nc3ccccc32)cc1
  5%	-2.0%	0.3%	21%	11%	1.7%	-4%	0%	4%
5. CCCc1nnc(NC(=O)CCC(=O)NC2CCCc3ccccc32)s1 (stereo not drawn)
  -7%	6.4%	-0.2%	10%	5%	-1.8%	19%	90%*	-14%
6. O=C(COC(=O)c1ccccc1C(=O)c1ccc(Cl)cc1)NCC1CCCO1 (stereo not drawn)
  4%	-0.3%	-0.4%	-1%	6%	0.8%	12%	3%	12%
7. CC(=O)N(C)c1nnc(-c2cnccn2)s1
  10%	-0.1%	0.2%	-3%	7%	-1.6%	17%	3%	-1%
8. O=C(C[n+]1ccc2ccccc2c1)c1ccc(NC(=O)c2ccccc2)cc1
  4%	nt	0.2%	21%	8%	1.3%	15%[20 µM]	-31%	0%
9. CCC(C(=O)O)N1C(=O)C2CCCCC2C1=O (stereo not drawn)
  5%	-2.3%	-0.1%	13%	-9%	-0.3%	23%	4%	10%
10. CN1C(=O)C2(Nc3ccccc3-c3nc4ccccc4n32)c2ccccc21 (stereo not drawn)
  2%	nt	0.3%	29%	9%	5.6%	nt	1%	16%
11. COc1ccccc1CNC(=O)CSc1ccsc1[N+](=O)[O-]
  0%	-4.6%	0.0%	16%	-5%	3.8%	6%	-45%	-30%
12. CSc1cccc(NC(=O)C2CCCN(S(=O)(=O)c3cnc[nH]3)C2)c1 (stereo not drawn)
  3%	-6.2%	0.4%	14%	-9%	-1.1%	16%	-4%	8%
13. Cc1nn(Cc2ccc(Cl)cc2)c(C)c1NC(=O)Cn1nc([N+](=O)[O-])c(Cl)c1C
  2%	0.2%	0.3%	6%	9%	1.0%	1%	-11%	-6%
14. O=C(/C=C/Sc1ccccc1)c1ccc(Cl)cc1
  5%	-5.5%	0.1%	9%	8%	-1.3%	-59%	26%	-102%
15. CCOC(=O)NC(Cc1c[nH]c2ccccc12)C(=O)NCCc1ccc(S(N)(=O)=O)cc1 (stereo not drawn)
  14%	6.3%	-0.1%	-15%	6%	-1.4%	0%	4%	-11%
16. COc1ccc(CNC(=O)C(c2cccs2)N(C(=O)c2csnn2)C2CC2)cc1 (stereo not drawn)
  4%	-2.4%	-0.1%	7%	-2%	4.0%	15%	17%	-5%
17. COc1ccc2c(c1)c(CCN1C(=O)c3ccccc3C1=O)cn2C(=O)c1ccco1
  5%	5.3%	-0.2%	10%	-3%	-2.7%	-61%	-76%	-4%
18. CC1CN(C(=O)c2nn(C)cc2[N+](=O)[O-])CC(C)O1 (stereo not drawn)
  12%	-0.8%	0.4%	16%	25%	0.0%	6%	-28%	10%
19. O=C(CNC(=O)N1CC(=O)Nc2ccccc21)NCCc1ccc(Cl)cc1
  5%	-3.9%	-0.1%	0%	-6%	-2.0%	12%	8%	7%
20. O=C(c1cc2ccccc2o1)c1cccs1
  2%	-0.1%	-0.1%	3%	7%	-0.5%	2%	-30%	-27%
21. Cc1nn(-c2ccccc2)cc1/C=N/O
  8%	2.8%	-0.2%	-4%	-18%	13%	13%	-15%	-6%
22. O=C(O)CSc1nnc(COc2cccc3cccnc23)n1-c1cccc(C(F)(F)F)c1
  nt	1.6%	0.1%	11%	2%	0.3%	-18%	-2%	21%
23. CCn1c(SCC(=O)NC2CCCC2)nnc1C(C)NC(=O)c1ccccc1Br (stereo not drawn)
  3%	-3.6%	1.1%	2%	6%	-0.4%	14%	-9%	30%
24. COC(=O)c1cccc(Oc2nc3c(c(=O)n(C)c(=O)n3C)n2C(C)C)c1
  6%	0.2%	-0.1%	0%	-7%	-1.7%	-15%	14%	14%
25. COc1cc(Cl)cc(C#N)c1OCC(=O)O
  2%	-1.5%	-0.1%	0%	2%	3.1%	-20%	-5%	3%
26. O=C(c1ccc(F)cc1F)N(Cc1ccccn1)Cc1ccco1
  0%	-4.4%	0.2%	12%	-2%	-0.6%	-19%	10%	19%
27. Cn1c(C(O)C(O)c2ccccc2)nc2ccccc21 (stereo not drawn)
  -8%	1.4%	-0.7%	3%	-3%	-0.7%	-17%	-22%	6%
28. Cc1ccc(CSc2nnc(CCNC(=O)OC(C)(C)C)o2)cc1
  11%	0.0%	0.0%	10%	-7%	-0.4%	38%	4%	2%
29. O=C(O)c1cc(N/N=C2/CC(c3ccccc3)Oc3ccccc32)ccc1Cl (stereo not drawn)
  10%	7.0%	0.6%	11%	15%	37%	1%	-7%	8%
30. C=CCn1c(SCc2ccccc2)nc2c1c(=O)[nH]c(=O)n2C
  1%	-1.5%	0.0%	9%	-4%	-0.7%	13%	4%	20%

2 entries from above, as tab-separated lines.
no.	molecule	MgcRacGAP inhibition	KOR beta-arrestin-1	GPR55 activation	Large T inhibition	GPR55 antagonists	HIV peptide binding	KOR beta-arrestin-2	NOD1 NF-kB reporter	NOD2 inhibition
6	O=C(COC(=O)c1ccccc1C(=O)c1ccc(Cl)cc1)NCC1CCCO1 (stereo not drawn)	4%	-0.3%	-0.4%	-1%	6%	0.8%	12%	3%	12%
26	O=C(c1ccc(F)cc1F)N(Cc1ccccn1)Cc1ccco1	0%	-4.4%	0.2%	12%	-2%	-0.6%	-19%	10%	19%

Going on with the list:
Every second line gives: MgcRacGAP inhibition	KOR beta-arrestin-1	GPR55 activation	Large T inhibition	GPR55 antagonists	HIV peptide binding	KOR beta-arrestin-2	NOD1 NF-kB reporter	NOD2 inhibition
31. CC(=O)Nc1ccc(NC(=O)[C@H](C)NC(=O)c2ccco2)cc1
  9%	2.2%	-0.1%	-4%	2%	-0.7%	17%	-5%	-2%
32. CN1CCCC1CCNc1ccc2c(=O)c3ccccc3oc2c1 (stereo not drawn)
  18%	0.7%	-0.2%	5%	-8%	1.6%	-72%[20 µM]	-23%	-38%
33. COc1ccc(N(CC(=O)NN=C2CCN(C)CC2)S(=O)(=O)c2ccc(NC(C)=O)cc2)cc1
  1%	-0.7%	-0.1%	8%	9%	-1.0%	46%	-37%	6%
34. O=C(CN1CCOCC1)Nc1cc(Cl)ccc1Cl
  6%	0.5%	0.9%	20%	9%	-1.4%	-14%	-24%	-9%
35. COc1ccc(CNC(=O)c2ccc3nccnc3c2)cc1
  10%	nt	-1.0%	20%	6%	0.7%	16%	-13%	8%
36. O=C(c1ccccn1)N1CCN(S(=O)(=O)c2ccc(F)cc2)CC1
  2%	-3.6%	-0.3%	8%	-23%	-1.0%	8%	-38%	7%
37. O=C(CCN1C(=O)c2ccccc2C1=O)C1=NN[C@@H]2C(=O)N(c3cccc(Cl)c3)C(=O)[C@H]12
  3%	-2.7%	-0.1%	4%	6%	0.8%	14%	-18%	4%
38. COc1ccc(-c2nnc(SCC(=O)N3CCCC3)o2)c(OC)c1
  4%	-0.8%	-0.2%	5%	16%	-0.2%	2%	-8%	-2%
39. COC(C(=O)Nc1ccnn1C1CCN(Cc2nccs2)CC1)c1ccccc1 (stereo not drawn)
  0%	-2.7%	-0.1%	19%	-6%	1.5%	16%	-38%	-3%
40. Fc1ccc(-n2c(Cn3nnc4ccccc43)n[nH]c2=S)cc1
  -5%	-3.8%	0.6%	5%	0%	-0.9%	-37%[20 µM]	-21%	0%
41. COc1cc(C)ccc1S(=O)(=O)n1nc(C)cc1C
  -5%	nt	0.2%	4%	6%	-0.5%	-4%[20 µM]	-6%	21%
42. Cc1ccccc1-n1c(SCC(=O)N2CCCCC2)nc(O)cc1=O
  7%	2.2%	-0.1%	15%	4%	-0.1%	-3%	-25%	-6%
43. Cc1ccc(S(=O)(=O)N(C)CC(=O)OCC(=O)N2CCN(c3ccccc3)CC2)cc1
  -1%	3.4%	-0.2%	8%	8%	-0.1%	13%	-28%	-5%
44. C/C(=N\NC(=O)Cn1c(C)nc2ccccc21)c1cccs1
  -4%	nt	0.2%	4%	-2%	0.8%	nt	2%	32%
45. C/C(=C\C(=O)c1ccc(Cl)cc1)Nc1ccc(N2CCOCC2)cc1
  8%	-4.3%	-0.1%	9%	4%	0.7%	-8%	13%	11%
46. Cc1ccc(C(=O)Nc2cc([N+](=O)[O-])ccc2F)s1
  2%	-0.9%	-0.1%	4%	2%	3.5%	-16%	-27%	0%
47. COc1ccccc1-n1c(=O)[nH]c2c(C(N)=O)nc(-c3cccnc3)nc21
  2%	1.7%	-0.1%	nt	47%	-1.0%	0%	-2%	-69%
48. C/C(=N\Nc1ccc(F)cc1F)c1ccc(N2CCOCC2)cc1
  15%	-5.4%	-0.2%	34%	0%	-3.4%	8%	-57%	-61%
49. CCOC(=O)C1=C(C)N(CCCCCC(=O)O)C(=O)NC1c1cccc([N+](=O)[O-])c1 (stereo not drawn)
  6%	-7.5%	-0.2%	5%	6%	-0.2%	-17%[20 µM]	-7%	-10%
50. Cc1cc(C)cc(NC(=O)CN2CCc3ccccc3C2)c1
  20%	-1.3%	-0.1%	-2%	-2%	-0.2%	8%	10%	22%
51. COCCn1c(SCC(=O)Nc2ccc(C(N)=O)cc2)nc2c([nH]c3ccccc32)c1=O
  5%	5.1%	0.0%	3%	8%	-1.3%	-185%	-20%	3%
52. CCOC(=O)c1cnc2c(c(C)nn2C)c1Oc1cc(Cl)cc(Cl)c1
  -1%	2.4%	1.7%	5%	-4%	-0.4%	nt	-9%	-9%
53. CC(C)c1cc(C(=O)N2CCCC(N3CCN(c4ccc(F)cc4)CC3)C2)n(C)n1 (stereo not drawn)
  -38%	0.6%	-0.2%	nt	9%	-1.1%	-23%	-2%	22%
54. CCOC(=O)CC(NS(=O)(=O)c1ccc(OC)c(C)c1)c1cccc([N+](=O)[O-])c1 (stereo not drawn)
  -5%	6.0%	-0.3%	-1%	0%	-1.0%	0%	0%	21%
55. CCCn1cc2c(c1-c1cccc(C)c1)c(=O)n(C)c(=O)n2C
  10%	-1.1%	-0.1%	10%	34%	-2.1%	36%	11%	18%
56. Cc1ccc(N(C)S(=O)(=O)c2c[nH]c3ccc([N+](=O)[O-])cc23)cc1
  5%	0.6%	-0.1%	4%	3%	0.0%	-9%	-2%	8%
57. COC(=O)c1ccc(NC(=O)CSc2nncn2-c2cccnc2)cc1
  6%	-2.6%	0.3%	8%	-2%	-0.9%	-3%	-32%	6%
58. CCc1c(C)nc2ncnn2c1Nc1ccccc1C
  7%	-3.0%	-0.2%	4%	5%	-0.7%	-10%	5%	10%
59. CCSc1nc2c(c(=O)[nH]c(=O)n2C)n1C
  3%	nt	-0.1%	13%	8%	-0.5%	-39%	6%	3%

These rows are one share of the data (hit frequency here may not be typical).
